# Screens: PubChem, Fisher Drug Discovery Resource Center
# mcGAS MS inh: blocks mouse cGAS cGAMP production; inhibition, % at 12.5 µM; recombinant mouse cGAS, cGAMP by RapidFire MS; 0.18% of 130,000 active; Q8C6L5;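 active = inhibition of cGAS enzyme activity at or above 60%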;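 also: enzyme stimulated by 45 bp dsDNA with ATP and GTP substrates; cGAMP share of summed cGAMP plus half ATP and half GTP signals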
# Target sequence (Q8C6L5 whole entry, looked up): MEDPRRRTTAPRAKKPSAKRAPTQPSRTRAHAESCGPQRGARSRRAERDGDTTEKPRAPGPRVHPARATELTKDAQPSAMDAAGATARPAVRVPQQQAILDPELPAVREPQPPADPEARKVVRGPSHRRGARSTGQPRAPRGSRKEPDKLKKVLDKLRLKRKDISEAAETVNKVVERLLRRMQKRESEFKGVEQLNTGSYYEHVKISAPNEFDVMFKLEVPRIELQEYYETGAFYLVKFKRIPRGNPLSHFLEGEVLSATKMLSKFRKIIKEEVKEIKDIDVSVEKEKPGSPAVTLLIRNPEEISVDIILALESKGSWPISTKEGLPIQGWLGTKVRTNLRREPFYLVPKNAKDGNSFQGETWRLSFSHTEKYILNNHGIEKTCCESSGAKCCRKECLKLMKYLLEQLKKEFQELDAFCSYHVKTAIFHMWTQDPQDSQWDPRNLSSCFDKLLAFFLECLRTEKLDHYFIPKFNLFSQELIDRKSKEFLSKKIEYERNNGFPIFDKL
# * marks the source's active call; other numbers are inactive results; & = joins results of further samples.
SMILES,mcGAS MS inh
Cc1noc(C)c1C(=O)N1CCC1(C)C(=O)NS(=O)(=O)c1cccc(Cl)c1 (centres undefined),-8
CC1(C)CNC(=O)c2nc(CCNc3cccnc3)[nH]c2C1,-7
O=S1(=O)CCC(N2CCN(c3nc(C(F)(F)F)nc4ccccc34)CC2)C1 (centres undefined),5
CCc1nnc(NC(=O)CC23CC4CC(CC(Br)(C4)C2)C3)s1,-5
COc1ccccc1-c1ccc(C(=O)N2CCN(C)C(C)C2)cc1 (centres undefined),-8
CNC(=O)NC(=O)CN1C(=O)NC2(CCC(C)CC2)C1=O (centres undefined),1
COc1ccc(C)cc1NC(=O)Cn1c(C)csc1=O,-5
NC(=O)c1cnc2n1CCN(C(=O)c1ccccc1-c1ccccc1)C2,-16
CC(=O)N(C[Si](C)(F)F)C(C)c1ccccc1 (centres undefined),-2
Cc1ccc(C(NC(=O)Cc2ccccn2)c2cccnc2)cc1C (centres undefined),6
COc1ccc(NC(=O)CCC2CCCN(C(=O)c3cnc4ccccc4c3)C2)c(C)c1 (centres undefined),-8
CC(C)c1nnc(SCC(=O)Nc2sccc2C(N)=O)n1C1CC1,2
CCCCC1CCC(C(=O)OCC(=O)NC(N)=O)CC1 (centres undefined),1
Cc1ccc(S(=O)(=O)n2ncc(Sc3ccc(C(C)C)cc3)c(Cl)c2=O)cc1,-7
O=c1[nH]c(Nc2ccccc2)nnc1Cc1ccccc1,0
CC1SC(=S)NN1c1ccccc1 (centres undefined),-2&51
CCOC(=O)Cn1ncc2c1CCN(C(=O)C1=NNC(=O)CC1)C2,-2
CCn1nnnc1NCc1ccsc1,-11
O=C(CN1C(=O)CCC1=O)Nc1nnc(-c2ccc(Cl)s2)o1,-3
COc1ccc(CCC(=O)Nc2c(C)nc3sc(C)c(C)n3c2=O)cc1,-5
O=C(CSc1ccc2c(c1)OCCO2)NCc1ccc(N2CCCC2)nc1,-35
Cc1cccc(-n2c(-c3cc(-c4ccccc4)nc4ccccc34)n[nH]c2=S)c1,5
O=C(CN1CCN(c2ccc([N+](=O)[O-])c3cnccc23)CC1)NCc1ccccc1,-3
C=CCn1c(CO)nc2ccccc21,-10
COCc1nn2c(-c3ccccc3)c(C(C)=O)cnc2c1-c1ccccc1,-1

# Other entries
SMILES,mcGAS MS inh
Cc1cc(C)cc(OCC(=O)NNC(=O)c2cccc(C)c2)c1,-5
O=C(CC1CCc2ccccc21)N1Cc2cnn(CCO)c2C1 (centres undefined),-15
CCC1=NOC(c2nc3sc(CC)cc3c(=O)[nH]2)C1 (centres undefined),2
Cc1c([N+](=O)[O-])c(C(=O)N2CCSCC2)nn1C,-11
O=C(c1cn(C2CCCCC2)nn1)N(CC1CC1)CC1CCCO1 (centres undefined),-16
Fc1ccccc1OCCOc1ccc(Cl)c2cccnc12,-3
c1cncc(-c2n[nH]c(CCn3ccnc3-c3ccc4c(c3)OCCO4)n2)c1,-8
O=C(c1cccc(C(F)(F)F)c1)N1CCCc2cc(S(=O)(=O)N3CCCCC3)ccc21,2
COc1ccc2c(=O)c(Oc3ccccc3)c(C(F)(F)F)oc2c1,44
CCS(=O)(=O)c1ccc2c(c1)N(c1ccccc1)C(=O)C(C)O2 (centres undefined),-10
COc1cc(-c2nnc(SCCOc3ccc(F)cc3)o2)cc(OC)c1OC,10
CC(Cn1cnc2ccccc21)C(=O)NN=Cc1cccc(O)c1 (centres undefined),-4
CC(C)S(=O)(=O)NC(=O)C1(C)CCN1C(=O)c1ccc(C2CCCCC2)cc1 (centres undefined),-5
CCc1c(C)sc2ncnc(-c3ccc(C(=O)N(C)C)cc3)c12,-35
O=C(Nc1ccc(N2CCOCC2)cc1)c1csc(-c2cc3ccccc3[nH]2)n1,-7
NCc1cc2c(s1)CCSC2,-4
Cc1ccc2[nH]c(C)c(CC(=O)n3ccccc3=NC(C)C)c2c1,-9
COCc1ccccc1NCc1cn2c(C)cccc2n1,-7
CCn1c(=O)c(C)nc2cc(C(=O)NC3CCOc4ccccc43)ccc21 (centres undefined),-2
CCOc1ccc(OCC)c(NCc2cc(=O)n3nc(C)sc3n2)c1,0
O=C(NC1CCCCC1)C1CCC(=O)N1C1CCCC1 (centres undefined),-12
Cc1ccc(N2C(=O)CSC2c2cccnc2)cc1F (centres undefined),-12
CCN(Cc1cccc(OC)c1)C(=O)c1cccc2nccnc12,-25
Cn1c(=O)c2c(ncn2C2CCCCC2=O)n(C)c1=O (centres undefined),5
C=CCOc1cccc(CN(C)C(=O)c2sc3ncn(C)c(=O)c3c2C)c1,-8

# Rewritten with bars between the fields: part of the list above
structure | mcGAS MS inh
O=C(CC1CCc2ccccc21)N1Cc2cnn(CCO)c2C1 (centres undefined) | -15
CCC1=NOC(c2nc3sc(CC)cc3c(=O)[nH]2)C1 (centres undefined) | 2

# The list goes on.
SMILES,mcGAS MS inh
Cc1nccn1-c1ccc(NC(=O)C2CCCN(Cc3cccn3-c3ncccn3)C2)cc1 (centres undefined),-5
CCC(C)NCC(=O)Nc1c(C)cccc1C (centres undefined),-9
Cc1sc2nc(CN3CCOCC3)nc(Sc3nnnn3C3CC3)c2c1C,1
CN1CCN(c2nc(-c3ccccc3)nc3c2oc2ccccc23)CC1,2
Fc1cccc(C2(CNc3cncc(Cl)n3)CCOCC2)c1,9
O=C(CSC(F)(F)F)NCC1CCC1,-1
CCCC1=NN2C(=N)/C(=C/c3cc(OC)ccc3OC)C(=O)N=C2S1,-2
Cc1ccc(C(=O)N2CCC(NC(=O)C3CCCCC3)CC2)s1,-4
C=C1c2ccccc2NC(=O)N1Cc1ccccc1Cl,-16
CC1CCC(C(C)C)C(OC(=O)Cn2cnnc2C#N)C1 (centres undefined),-3
Cc1cc(C)cc(NC(=O)C(=O)N2CCC3(CC2)CN(C)CCN3C)c1,-30
S=c1[nH]nc(C2CC2)n1C1CCCCC1,-3
CC(CCc1ccccc1)N=c1c([N+](=O)[O-])nn(-c2ccccc2)n1O (centres undefined),-39
Cc1cccc(NC(=O)CCC2CCN(C(=O)CCn3cncn3)CC2)c1,-6
CC(=O)Nc1ccc(SCc2noc(-c3cccc(C)c3)n2)cc1,0
COc1ccc(NC(=O)C(C)NC(c2ccc(C)cc2)C2CC2)cc1 (centres undefined),-7
S=c1[nH]nc(-c2cc(C3CC3)[nH]n2)n1-c1cccc2ncccc12,-15
Oc1c2cccnc2cn1Cc1cc(-c2ccccc2)n[nH]1,-3
N=c1c2c(n(Cc3ccc(F)cc3)c3c1CCC3)CCC2,-30
COc1ccc(S(=O)(=O)N2CCCC(C(=O)Nc3nc(C)cs3)C2)cc1 (centres undefined),7
O=C(NCc1cccnc1Oc1ccc(F)c(F)c1)c1cnn2ccccc12,-26
CCN=C1NN=C(/C(=N/OC)C(=O)O)CS1,-28
CC(C)N1C(=O)CCC1C(=O)NC1CCCC1 (centres undefined),-8
Cc1nn(C)c(Cl)c1S(=O)(=O)N(c1ccc(F)cc1)C(C)C,2
O=C(CSc1nnc(-c2cccs2)o1)N1N=C(c2cccs2)CC1c1ccco1 (centres undefined),-2

# Continuation:
SMILES,mcGAS MS inh
O=C(c1cccc(Cn2cc(Br)c([N+](=O)[O-])n2)c1)N1N=C(C(F)F)CC1(O)C(F)F (centres undefined),-3
COCCNCC(=O)Nc1nc(-c2ccc(Cl)cc2)cn1-c1ccc(OC)cc1,0
CCn1c(-c2ccc(C)cc2)cnc1SCC(=O)NC1CC1,-11
CC1NC2(C(=O)c3ccccc3C2=O)C2C(=O)N(c3ccccc3)C(=O)C12 (centres undefined),-8
CC(c1nc(C2CC2)no1)N1CCN(CCCS(N)(=O)=O)CC1 (centres undefined),-12
O=S1(=O)CCC(N2CCN(CCS(=O)(=O)c3ccc(Cl)cc3)CC2)C1 (centres undefined),-1
O=C(CCC1CCN(C(=O)c2cccc(Cl)c2F)CC1)Nc1ccccc1,-3
C=CCn1c(SCc2cc(NCC)ccn2)nc2ccccc2c1=O,-10
Cc1ccsc1CN(C(=O)Nc1cc(F)cc(F)c1)C(C)C,-7&-6
O=C(Nc1nnc(-c2cc(Cl)ccc2Cl)o1)C1=COCCO1,5
CC(=O)NCc1ccc(S(=O)(=O)NC(=O)c2ccc3c(c2)COC3)s1,-5
Cc1nc2cc(Cl)ccc2c(=O)n1NC(=O)c1ccc2ncsc2c1,-1
N#Cc1ccccc1OCC(=O)NC(=O)c1ccco1,-6
CCCCCc1ccc(-c2ccc(/C=C/C(N)=O)cc2)nc1,-24
CN(C)CCCn1cc(C2=C(c3c[nH]c4ccccc34)C(=O)NC2=O)c2ccccc21,-9
O=C(c1cnsn1)N1CCc2c([nH]c3ccccc23)C1C1CCCCC1 (centres undefined),-17
CCCCCCC/C=N\NC(=O)C(NC(=O)c1ccccc1)C(C)C (centres undefined),-7
CC(C(=O)NCc1cccnc1N(C)C)n1cnc2ccccc21 (centres undefined),-18
Cc1ccc(S(=O)(=O)N2CCCC(Cn3cc(C(C)(C)N)nn3)C2)s1 (centres undefined),10
CCCn1c(SCC(=O)c2ccc(Br)s2)n[nH]c1=O,-8
COc1ccc(C(C#N)N2N=C(C)CC2c2ccccc2)cc1OC (centres undefined),-6
CN(Cc1ccn[nH]1)C(=O)c1ccc(OC2CCN(Cc3ccccn3)CC2)cc1,5
COCCCNc1nc2nonc2nc1N1CCN(C2CCc3ccccc3C2)CC1 (centres undefined),-9
N#Cc1ccsc1NC(=O)C1COc2ccccc2C1 (centres undefined),12
CCC(Sc1nnc(-c2ccco2)n1CC)C(=O)Nc1ccccc1 (centres undefined),-5

# 4 entries from above, as labelled records:
COCCCNc1nc2nonc2nc1N1CCN(C2CCc3ccccc3C2)CC1 (centres undefined)
- mcGAS MS inh: -9

N#Cc1ccccc1OCC(=O)NC(=O)c1ccco1
- mcGAS MS inh: -6

COc1ccc(C(C#N)N2N=C(C)CC2c2ccccc2)cc1OC (centres undefined)
- mcGAS MS inh: -6

N#Cc1ccsc1NC(=O)C1COc2ccccc2C1 (centres undefined)
- mcGAS MS inh: 12

# Next entries:
SMILES,mcGAS MS inh
CC1CN(C2CC(C)(C)NC(C)(C)C2)CCC1=O (centres undefined),-3
CCCCC1=NN2C(=N)/C(=C/c3ccc(Br)cc3)C(=O)N=C2S1,-4
CC(C)(C)Nc1ccc(C(=O)O)cc1S(=O)(=O)NC(C)(C)C,-12
COc1cccc2c(SCc3ccccn3)nccc12,2
Cc1nc(C2CCCN(C)C2)cc(N2CCC(OCc3cccnc3)CC2)n1 (centres undefined),-3
CCCc1nc(CN(C)C(=O)c2c(O)cccc2O)no1,-11
COC(=O)c1ccc(-c2noc(CN(C)Cc3csc(-c4cccs4)n3)n2)cc1,-3
Cc1nnc(-c2cccc(-c3cc(NCc4ccccn4)nc4[nH]ccc34)c2)o1,1
O=C(O)c1ccc(OC(F)F)c(OCC2CC2)c1,9
CC=CCn1c(SCc2ccc(F)cc2)nc2c1c(=O)[nH]c(=O)n2C,-5
COc1cccc(C2c3[nH]c4ccccc4c3CCN2C(=O)CC2CCCC2)c1OC (centres undefined),-5
O=c1cc(CSc2nc3ccccc3c3nc4ccccc4n23)nc2ccc(Cl)cn12,-1
CN(C)c1cccc(C(=O)OCc2nc(-c3ccsc3)no2)c1,0
Cc1n[nH]c(C)c1CCC(=O)N1CCc2c(nc(-c3ccccc3)[nH]c2=O)C1,-21
CNc1nnc(Sc2nc(C)cc(C)c2C#N)s1,9
O=C1CN(CCc2cccs2)C2CS(=O)(=O)CC2N1c1ccc(Cl)cc1 (centres undefined),-7
CC(=O)CC(=S)Nc1ccc(Cl)cc1,10
CN(C)c1nc2nonc2nc1N1CCCC(c2nc3ccccc3[nH]2)C1 (centres undefined),-6
CN1CC(=O)N2C[C@@H](NC(=O)c3ccc4ncsc4c3)C[C@H]2C1=O,-21
CC1(C)C2CC[C@]3(C)C(C(=O)C=C4[C@@H]5C[C@@](C)(C(=O)O)CC[C@]5(C)CC[C@]43C)[C@@]2(C)CC[C@@H]1O (some centres undefined),0
O=C(c1cc(S(=O)(=O)Nc2ccccc2SC(F)F)c[nH]1)N1CCCC1,-3
Cc1cccc(CN2CCC(CNC(=O)NC(C)(C)C)CC2)c1,-11
CN(Cc1ccoc1)c1ccc(-c2nccn2C)nn1,-5
Cc1cc(N(C)CCc2ccc(F)cc2)nc(N)n1,-19
O=C(NCc1ccc(N2CCCCC2)cc1)c1ccc(-n2cccn2)nc1,-5
COC(C)c1noc(CN2CCCN(CC(=O)N(C)c3ccccc3)CC2)n1 (centres undefined),-1
CC(C)c1cc(C2CCN(C(=O)CS(C)(=O)=O)CC2)[nH]n1,-7
CN(Cc1ccc(F)cc1)CN1C(=O)NC(C)(c2ccc(Br)cc2)C1=O (centres undefined),-8
CCc1cc2c(SCc3nc4sc5c(c4c(=O)[nH]3)CCC(C)C5)ncnc2s1 (centres undefined),-20
Cc1cc(NC(=O)c2ccccc2Br)n(-c2ccccc2F)n1,-6

# Among those listed so far, 16 contain two or more sulfur atoms:
SMILES,mcGAS MS inh
CC(C)c1nnc(SCC(=O)Nc2sccc2C(N)=O)n1C1CC1,2
Cc1ccc(S(=O)(=O)n2ncc(Sc3ccc(C(C)C)cc3)c(Cl)c2=O)cc1,-7
CC1SC(=S)NN1c1ccccc1 (centres undefined),-2&51
NCc1cc2c(s1)CCSC2,-4
Cc1sc2nc(CN3CCOCC3)nc(Sc3nnnn3C3CC3)c2c1C,1
COc1ccc(S(=O)(=O)N2CCCC(C(=O)Nc3nc(C)cs3)C2)cc1 (centres undefined),7
O=C(CSc1nnc(-c2cccs2)o1)N1N=C(c2cccs2)CC1c1ccco1 (centres undefined),-2
O=S1(=O)CCC(N2CCN(CCS(=O)(=O)c3ccc(Cl)cc3)CC2)C1 (centres undefined),-1
CC(=O)NCc1ccc(S(=O)(=O)NC(=O)c2ccc3c(c2)COC3)s1,-5
Cc1ccc(S(=O)(=O)N2CCCC(Cn3cc(C(C)(C)N)nn3)C2)s1 (centres undefined),10
CCCn1c(SCC(=O)c2ccc(Br)s2)n[nH]c1=O,-8
COC(=O)c1ccc(-c2noc(CN(C)Cc3csc(-c4cccs4)n3)n2)cc1,-3
CNc1nnc(Sc2nc(C)cc(C)c2C#N)s1,9
O=C1CN(CCc2cccs2)C2CS(=O)(=O)CC2N1c1ccc(Cl)cc1 (centres undefined),-7
O=C(c1cc(S(=O)(=O)Nc2ccccc2SC(F)F)c[nH]1)N1CCCC1,-3
CCc1cc2c(SCc3nc4sc5c(c4c(=O)[nH]3)CCC(C)C5)ncnc2s1 (centres undefined),-20

# Only part of the results is shown; count on the stated rates, not on these rows.
